Screens as filed in PubChem BioAssay.
phage Ecoli inh = growth loss of phage-infected E. coli, primary screen, RecBCD inhibitor project, absorbance, with phage, HTS; inhibition, % at 11.9 µM; 0.26% of 360,000 active; AID 651602, 2012; in the data active = inhibition above about 11%
AddAB inh = growth inhibition of E. coli expressing H. pylori AddAB, primary screen, AddAB inhibitor project, absorbance | inhibition, % at 11.9 µM | 0.29% of 330,000 active; in the data active = inhibition above about 12%;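 also: 0% = vehicle wells of infected cells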
Mot1-301 SUMO = yeast Mot1-301 growth rescue at high temperature, primary screen, SUMOylation pathway inhibitor project, S. cerevisiae, ATP luminescence, 38.5C. S. cerevisiae Mot1-301 growth rescue; percent above DMSO median, 100 means doubled. growth rescue, % at 18.8 µM. 1% of 320,000 active. AID 2716, 2010;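 active = every valid replicate shows activation above 250% relative to neutral control wells; inactive = the rest, any valid replicate at or below 250%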;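 also: OY570 slx delta 5 strain wells were the positive control but not used for scaling; some compounds called inactive have numbers as strong as hits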
PKA-R1A act = activators of PKA-R1A holoenzyme, primary screen, biochemical, fluorescence polarization, Cy5-IP20, bovine R1A, mouse PKAc | cAMP-dependent protein kinase type I-alpha regulatory subunit (Bos taurus) + … | PKA-R1A dissociation; scaled: DMSO 0%, 113 µM cGMP 100% | activation, % at 11.4 µM | 0.083% of 340,000 active | AID 504707, 2011;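 active = percent activation above the mean of all tested compounds plus 3 SD, cut at about 19% in these data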;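 also: higher means more PKAc released from R1A so a rise in polarization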
PfHsp90 set2 = growth inhibition of PfHsp90-expressing yeast, primary screen, antimalarial PfHsp90 inhibitor project, S. cerevisiae, BacTiter-Glo luminescence, single point, set 2; BacTiter-Glo ATP, 48 h; yeast lacking PDR1 and PDR3 efflux regulators; 0.32% of 310,000 active; inhibition, % at 9.4 µM; AID 504621, 2011;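 active = every replicate shows inhibition above about 80%, whatever the replicate mean, limit read from the data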;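 also: 0% = DMSO neutral controls and 100% = 20 µM radicicol positive controls; yeast relying on Plasmodium falciparum Hsp90 in place of its own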
Pemphigus Ab inh = inhibitors of pemphigus antibody binding to DSG3, primary screen, biochemical, bead-based, flow cytometry, scFv-GFP; 0.48% of 310,000 active; DSG3-coupled beads, scFv-anti-DSG3-GFP binding; stronger effect = lower value; binding (percent of control), % at 10 µM; AID 588358, 2011; Desmoglein-3 (Homo sapiens), P32926;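 active = binding more than 3 SD below its plate's average and above zero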;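 also: hits lower antibody fragment binding to DSG3; some compounds called inactive have numbers as strong as hits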
OPRM1-OPRD1 inv = inverse agonists of MOR-DOR heterodimerization, primary screen, cell-based, luminescence | Mu-type opioid receptor (Homo sapiens) + Delta-type opioid receptor (Homo sapiens), … | cell-based MOR-DOR heterodimer luminescence, inverse agonism | inhibition, % at 9.3 µM | 0.21% of 340,000 active | AID 504357, 2011; in the data active = inhibition above about 22%, passing the limit was not always enough;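 also: 0% = cells with DMSO and 100% = wells without cells with DMSO; values of inactives mirror those of a sister screen read the other way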
Target sequence (P35372 whole entry, looked up): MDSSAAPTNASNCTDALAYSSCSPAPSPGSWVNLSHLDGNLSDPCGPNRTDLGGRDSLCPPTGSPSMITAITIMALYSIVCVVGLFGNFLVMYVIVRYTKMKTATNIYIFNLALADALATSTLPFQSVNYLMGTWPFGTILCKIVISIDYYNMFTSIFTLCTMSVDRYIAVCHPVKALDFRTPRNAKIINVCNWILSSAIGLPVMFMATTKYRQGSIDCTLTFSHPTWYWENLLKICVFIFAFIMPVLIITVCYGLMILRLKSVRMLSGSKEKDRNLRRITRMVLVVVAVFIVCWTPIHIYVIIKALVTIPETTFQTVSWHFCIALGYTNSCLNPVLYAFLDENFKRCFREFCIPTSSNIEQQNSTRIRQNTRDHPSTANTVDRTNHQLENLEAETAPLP
Target sequence (P41143 whole entry, looked up): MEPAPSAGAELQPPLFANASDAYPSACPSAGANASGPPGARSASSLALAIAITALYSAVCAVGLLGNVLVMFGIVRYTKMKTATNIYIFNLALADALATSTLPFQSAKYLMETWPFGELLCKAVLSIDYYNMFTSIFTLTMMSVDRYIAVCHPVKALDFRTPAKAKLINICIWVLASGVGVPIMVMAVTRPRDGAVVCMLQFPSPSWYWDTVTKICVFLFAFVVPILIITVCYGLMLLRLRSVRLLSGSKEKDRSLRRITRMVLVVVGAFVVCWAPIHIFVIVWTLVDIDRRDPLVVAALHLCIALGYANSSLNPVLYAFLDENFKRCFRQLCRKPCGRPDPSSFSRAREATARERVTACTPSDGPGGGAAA
HTR5A ag ctr = HTR5A agonists in luminescence cell assay, primary screen, counter-screen for OPRM1-OPRD1 heterodimer agonist project, full-deck HTS | activation, % at 9.3 µM | 5-hydroxytryptamine receptor 5A (Homo sapiens), P47898 | cell-based | 0.61% of 340,000 active; in the data active = activation mostly above about 9.5%, no sharp cut-off; inactive = mostly below about 7.6%;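 also: 0% = cells with vehicle only and 100% = reference agonist; strong numbers were not always called active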
Ecoli viability = E. coli V3065 growth inhibition, primary screen, counter-screen for AddAB inhibitor project, absorbance, OD600. 18 h. inhibition, % at 11.9 µM. 0.27% of 330,000 active. AID 449728, 2010;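 active = inhibition above the campaign's mean inhibition across all tested compounds plus 3 SD, cut at about 9.9% in these data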;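 also: uninfected addAB+ strain grown without phage in ampicillin broth; 0% = DMSO wells and 100% = ciprofloxacin 0.95 µg/ml wells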
MOR-DOR ag = agonists of OPRM1-OPRD1 heterodimerization, primary screen, cell-based, luminescence; Mu-type opioid receptor (Homo sapiens) + Delta-type opioid receptor (Homo sapiens), …; cells; activation, % at 9.3 µM; 0.3% of 340,000 active; in the data active = activation above about 18%;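 also: 0% = vehicle-treated cells and 100% = reference agonist; values of inactives mirror those of a sister screen read the other way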
HTR5A inv ag = HTR5A inverse agonists in luminescence cell assay, primary screen, counter-screen for OPRM1-OPRD1 heterodimer inverse agonist project, full-deck HTS. HTR5A cell line, inverse agonism. 5-hydroxytryptamine receptor 5A (Homo sapiens), P47898. inhibition, % at 9.3 µM. 0.083% of 340,000 active. AID 504634, 2011; in the data active = inhibition mostly above about 23%, no sharp cut-off; inactive = mostly below about 18%;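 also: 0% = cells with DMSO and 100% = no-cell wells with DMSO; some compounds called inactive have numbers as strong as hits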
An asterisk follows results filed as active; . = no result given.

#1 CCN(CC)c1nc2ccccc2nc1-n1nc(C)cc1C
#2 NC(=S)c1cnn2c(-c3cccc(C(F)(F)F)c3)ccnc12
#3 Cc1ccccc1CN1CCN(C(C)C(=O)NNC(=O)c2ccc(F)cc2)CC1 (stereo unspecified)
#4 Cc1cc(CSc2ccccc2)ccc1NC(=O)c1cccc([N+](=O)[O-])c1
#5 COc1ccccc1C(=O)NCc1ccccc1
#6 Cc1ccccc1OCc1nnc(SCC(=O)Nc2c(C)n(C)n(-c3ccccc3)c2=O)n1-c1ccccc1
#7 COc1ccc2[nH]c(C(=O)N/N=C/c3ccc(O)cc3O)cc2c1
#8 Cc1c(C(=O)NC2CCCc3ccccc32)oc2ccccc12 (stereo unspecified)
#9 CC(C)C(=O)Nc1ccc(Cl)cc1-c1nc2ccccc2[nH]c1=O
#10 C=CCc1ccc(OCC(O)CN2CCC(Cc3ccccc3)CC2)c(OC)c1 (stereo unspecified)

Screen / compound no.	1	2	3	4	5	6	7	8	9	10
OPRM1-OPRD1 inv	7	-22	-3	-4	13	12	-2	-31	5	7
phage Ecoli inh	0.5	3.7	2.8	-3.4	4.3	3.9	4.2	2.9	-0.2	-2.0
MOR-DOR ag	-1.3	5.0	0.8	0.8	-2.5	-2.7	0.4	5.2	-0.9	-1.4
Ecoli viability	1.0	0.3	1.9	-1.3	-3.5	2.3	.	-0.7	1.9	1.7
PfHsp90 set2	.	-2	2	7	67	12	-2	-33	-9	.
PKA-R1A act	-10	-8	-19	3	3	-4	-5	3	0	-8
HTR5A inv ag	-20	-7	17	-28	-18	-2	-4	-12	11	8
Mot1-301 SUMO	5	4	0	55	-5	-6	-16	199	28	189
Pemphigus Ab inh	95	106	.	116	105	105	133	97	117	104
HTR5A ag ctr	-1	2	-7	0	10	0	1	3	-3	-4
AddAB inh	1.2	-1.0	-1.4	-1.7	0.8	2.9	.	-0.9	7.3	1.9

#11 COc1ccc(-c2ccc(C)cc2)cc1[C@H]1[C@@H]2C=CCC[C@@]2(C)C(=O)N1Cc1ccccc1
#12 NC12CCc3c(no[n+]3[O-])C1(O)CC(c1ccccc1)=[N+]2[O-] (stereo unspecified)
#13 Cc1ccc(S(=O)(=O)N2CCN(C(=O)c3ccccc3Cc3ccccc3)CC2)c(C)c1
#14 Cc1ccc(Cn2nnc3c(=O)[nH]c(C4CCN(S(=O)(=O)c5cc(C)ccc5C)CC4)nc32)cc1
#15 Nc1nonc1-c1nc2ccccc2n1Cc1ccccc1
#16 CCN(CC)c1ccc(NC(=O)C2=CCN(S(=O)(=O)c3ccc(F)cc3)CC2)c(C)c1
#17 Cc1ccc(NC(=O)C2CCN(S(=O)(=O)c3ccc4[nH]c(=O)oc4c3)CC2)cc1F
#18 O=Cc1cn(-c2ccccc2)nc1-c1ccncc1
#19 O=C(CCNS(=O)(=O)c1cccs1)NC1CCN(Cc2ccccc2)CC1
#20 Fc1ccccc1-c1nc2c(s1)CCc1onc(-c3ccc(Br)cc3)c1-2

Screen / compound no.	11	12	13	14	15	16	17	18	19	20
OPRM1-OPRD1 inv	1	7	-8	3	-47	0	-11	-5	7	19
phage Ecoli inh	2.3	0.7	2.3	1.3	2.2	2.1	1.1	3.5	4.5	1.8
MOR-DOR ag	-0.2	-1.2	1.6	-0.5	8.7	0.0	2.1	1.0	-1.3	-3.6
Ecoli viability	1.9	-0.1	-0.5	1.2	1.2	0.8	-1.2	4.2	-2.0	-0.7
PfHsp90 set2	-3	7	0	-7	-11	-22	3	.	4	2
PKA-R1A act	-6	7	2	-17	-11	2	-15	4	-11	3
HTR5A inv ag	6	-7	-12	-9	6	-9	-6	0	11	-12
Mot1-301 SUMO	-16	-2	-3	-8	13	-5	-6	3	109	-4
Pemphigus Ab inh	103	105	104	102	103	105	108	108	107	106
HTR5A ag ctr	-8	13	3	-3	-2	3	4	0	-4	-6
AddAB inh	1.4	4.7	-3.0	-0.5	2.7	5.4	2.6	1.4	3.8	4.1

4 entries drawn at random from those above, as already listed:
#19 O=C(CCNS(=O)(=O)c1cccs1)NC1CCN(Cc2ccccc2)CC1
#13 Cc1ccc(S(=O)(=O)N2CCN(C(=O)c3ccccc3Cc3ccccc3)CC2)c(C)c1
#14 Cc1ccc(Cn2nnc3c(=O)[nH]c(C4CCN(S(=O)(=O)c5cc(C)ccc5C)CC4)nc32)cc1
#15 Nc1nonc1-c1nc2ccccc2n1Cc1ccccc1

Screen / compound no.	19	13	14	15
OPRM1-OPRD1 inv	7	-8	3	-47
phage Ecoli inh	4.5	2.3	1.3	2.2
MOR-DOR ag	-1.3	1.6	-0.5	8.7
Ecoli viability	-2.0	-0.5	1.2	1.2
PfHsp90 set2	4	0	-7	-11
PKA-R1A act	-11	2	-17	-11
HTR5A inv ag	11	-12	-9	6
Mot1-301 SUMO	109	-3	-8	13
Pemphigus Ab inh	107	104	102	103
HTR5A ag ctr	-4	3	-3	-2
AddAB inh	3.8	-3.0	-0.5	2.7

The list goes on:
#21 Cc1ccc(Cl)cc1N1CCN(C(=O)C2CCN(S(=O)(=O)c3cnc[nH]3)CC2)CC1
#22 CN1CCN(CC#CCC2(O)c3ccccc3-c3ccccc32)CC1
#23 COc1ccc(N2CCN(C(C)C(=O)Nc3nnc(C)s3)CC2)cc1 (stereo unspecified)
#24 COC(=O)c1ccc(NC(=O)c2cn(-c3cccc(C)n3)cn2)cc1
#25 CC(C)(C)OC(=O)N1CCCC(C(=O)Nc2cccc(C(=O)NCCc3ccccc3)c2)C1 (stereo unspecified)
#26 C=CCn1c(Cc2cccs2)nnc1SCC(=O)Nc1cc(OC)cc(OC)c1
#27 CC1CCCCC12NC(=O)N(CC(=O)NCC(=O)Nc1ccc(F)c(F)c1F)C2=O (stereo unspecified)
#28 NS(=O)(=O)c1ccc(Cc2ncc(C(F)(F)F)cc2Cl)s1
#29 COc1ccccc1CNC(=O)[C@@H]1CCCN1C(=O)C1CCN(S(=O)(=O)c2ccc(C)cc2)CC1
#30 O=C(Cn1c(=O)n(-c2cccc(C(F)(F)F)c2)c(=O)c2sccc21)NCC1CCCO1 (stereo unspecified)

Screen / compound no.	21	22	23	24	25	26	27	28	29	30
OPRM1-OPRD1 inv	-12	8	3	12	5	5	8	12	10	13
phage Ecoli inh	2.4	2.1	3.6	0.8	4.4	2.5	1.8	2.5	4.2	0.7
MOR-DOR ag	2.0	-1.5	-0.3	-2.5	-1.1	-0.9	-2.0	-2.4	-2.0	-2.4
Ecoli viability	-1.1	1.4	0.3	.	.	-1.8	3.0	-2.3	-0.4	-0.8
PfHsp90 set2	-3	-33	18	10	17	-5	.	8	-5	-16
PKA-R1A act	-4	3	4	8	12	9	-11	-6	-12	-4
HTR5A inv ag	-7	-1	-4	1	-1	-21	-12	-1	-2	-6
Mot1-301 SUMO	-2	-7	38	.	.	-5	-2	217	6	-3
Pemphigus Ab inh	96	102	102	119	110	101	.	.	102	116
HTR5A ag ctr	1	1	1	2	0	8	-3	-5	4	2
AddAB inh	0.2	-1.5	2.4	.	.	-0.6	0.4	-1.0	5.5	3.7

#31 c1ccc(COc2ccc(OCCOCCn3cncn3)cc2)cc1
#32 O=C(Cn1[nH]c(=O)c2ccccc2c1=O)NCC1COc2ccccc2O1 (stereo unspecified)
#33 O=C(NN=C1CCC(c2ccccc2)CC1)c1cc2c(s1)CCCC2 (stereo unspecified)
#34 Cc1cc(C)nc(/N=C(\N)Nc2ccc(C(C)C)cc2)n1
#35 CN(C)/C=C(/C(=O)c1ccc(Cl)cc1Cl)S(=O)(=O)c1ccc(Cl)cc1
#36 CCN1C(=O)/C(=C\c2nc3ccccc3c(=O)n2CC)c2ccccc21
#37 O=C(Cn1cc(C(=O)c2ccco2)c2ccccc21)Nc1ccccc1F
#38 Cc1ccc2c(c1)N(CC(=O)NCCCN1CCN(C)CC1)C(=O)CO2
#39 Cc1ccc(Oc2ncc(CN3CCOCC3)s2)cc1
#40 Cc1nnc(Nc2ccc(Cl)cc2)s1
#41 CC1(C)C2CCC1(CS(=O)(=O)NC(CC(=O)O)c1cccc(Br)c1)C(=O)C2 (stereo unspecified)

Screen / compound no.	31	32	33	34	35	36	37	38	39	40	41
OPRM1-OPRD1 inv	11	13	-25	1	7	-15	8	5	5	7	20
phage Ecoli inh	0.5	2.1	5.7	4.8	1.8	4.3	10	1.4	1.8	3.8	0.0
MOR-DOR ag	-1.9	-3.2	4.7	-0.1	-1.4	2.1	-1.8	-0.9	-1.0	-1.2	-3.8
Ecoli viability	-1.1	-0.5	1.5	6.5	2.5	-1.5	11*	-1.4	0.1	0.3	0.8
PfHsp90 set2	4	-1	-25	-8	-23	-9	-4	6	.	-3	-12
PKA-R1A act	-8	-4	-2	-5	-8	2	-5	-6	2	5	7
HTR5A inv ag	-24	13	-3	12	10	1	2	-5	-2	5	-15
Mot1-301 SUMO	301	-10	292	-2	112	-2	-10	634*	36	13	412
Pemphigus Ab inh	75	.	111	.	.	88	121	98	.	109	114
HTR5A ag ctr	-2	-5	2	-5	-1	-1	-1	2	1	0	3
AddAB inh	0.2	1.3	2.8	6.5	2.1	0.5	13*	3.0	3.6	1.0	1.4
